MLL CXXC-DNA inh – qHTS Fluorescence Polarization Assay for Inhibitors of MLL CXXC domain - DNA interaction; MLL-CXXC / FITC-HOXA9 DNA fluorescence polarization; Potency, µM (highest dose often 115 µM), without a hit: at the top dose activity change, negative = inhibition, most hits filed as inhibitors; Histone-lysine N-methyltransferase 2A (Homo sapiens), Q03164; 290,000 compounds, 0.037% hits; active means well fitted inhibition curve with a large enough effect in the polarisation, with a control signal flat, not every such curve was filed as active; inconclusive means small, poorly fitted or top-dose-only effect, or effect the other way, or a change in a side signal; inactive means no such curve, though single readings can be large or run the other way; the % refers to the polarisation; further: potency means the concentration at half of the fitted maximal effect
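Fluorescence polarization: 7 uM MLL-CXXC (stock) preincubated 5 min with compounds, then 50 nM fluorescein-HOX-A9 DNA (stock) added; 30 min ambient. Buffer 50 mM Tris-HCl pH 7.5, 50 mM NaCl, 1 mM DTT, 0.05% BSA.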
B2AR arrestin – qHTS assay of beta-arrestin-biased ligands of beta2-adrenergic receptor. Beta-2 adrenergic receptor (Homo sapiens), P07550. beta-arrestin recruitment to beta2AR, cell-based reporter. Potency, µM (highest dose often 46.1 µM), for inactives: top-dose activation, usual class: activators. 330,000 compounds, 0.02% hits. AID 492947, 2010;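 further: potency means the concentration at half of the fitted maximal effect; 0% = DMSO controls and full agonism = EC100 isoproterenol or metaproterenol; nearly all actives have a fitted effect of over 65% in size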
Target sequence (P07550 whole entry, looked up): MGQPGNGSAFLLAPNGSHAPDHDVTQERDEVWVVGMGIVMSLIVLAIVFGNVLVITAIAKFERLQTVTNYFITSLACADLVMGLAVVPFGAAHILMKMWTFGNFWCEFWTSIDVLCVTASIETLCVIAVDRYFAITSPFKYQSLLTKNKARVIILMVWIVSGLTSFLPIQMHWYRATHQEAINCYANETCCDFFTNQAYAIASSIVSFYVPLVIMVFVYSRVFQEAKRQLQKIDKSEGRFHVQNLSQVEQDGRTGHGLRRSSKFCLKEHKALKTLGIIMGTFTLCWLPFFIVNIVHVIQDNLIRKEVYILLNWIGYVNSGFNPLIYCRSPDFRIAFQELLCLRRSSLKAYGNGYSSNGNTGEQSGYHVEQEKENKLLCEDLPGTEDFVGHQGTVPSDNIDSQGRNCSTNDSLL
PTAP TSG101 blk – qHTS Assay for Iinhibitors of HIV-1 Budding by Blocking the Interaction of PTAP/TSG101; Tumor susceptibility gene 101 protein (Homo sapiens), Q99816; Fluorescence polarization, FITC-PTAP peptide / Tsg101 binding; Potency, µM (series often up to 115 µM), without a hit: top-dose activity change, negative = inhibition, usual class: inhibitors; 340,000 tested, under 10 active; active means well fitted inhibition curve with a large enough effect in the main read-out, with a control signal flat, not every such curve was filed as active; inconclusive means small, poorly fitted or top-dose-only effect, or effect the other way, or a change in a side signal; inactive means no such curve, though single readings can be large or run the other way; further: potency means the concentration at half of the fitted maximal effect; % of control where 0% means no effect
Target sequence (Q99816 whole entry, looked up): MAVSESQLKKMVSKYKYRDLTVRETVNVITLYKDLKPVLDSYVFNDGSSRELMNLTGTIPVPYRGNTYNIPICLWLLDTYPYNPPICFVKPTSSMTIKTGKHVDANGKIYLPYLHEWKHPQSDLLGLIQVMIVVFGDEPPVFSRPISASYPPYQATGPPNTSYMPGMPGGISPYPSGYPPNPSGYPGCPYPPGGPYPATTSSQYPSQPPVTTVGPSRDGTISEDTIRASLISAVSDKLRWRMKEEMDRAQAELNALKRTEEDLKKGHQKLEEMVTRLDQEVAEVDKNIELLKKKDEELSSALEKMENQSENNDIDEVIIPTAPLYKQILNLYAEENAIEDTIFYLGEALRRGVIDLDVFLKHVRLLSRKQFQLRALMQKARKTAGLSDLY
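Steps: Tsg101 binding domain dispensed (10 uM final), compounds pinned in DMSO, FITC-labeled PTAP-motif peptide added (50 nM final); after 20 min binding at room temperature, polarization measured.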
p53 reactivator – qHTS assay for re-activators of p53 using a Luc reporter | H1299 p53-A138V BP100-luciferase reporter, luminescence, 24 h | Potency, µM (top dose mostly 92.2 µM), without a hit: top-dose activity change, positive = activation, most hits filed as activators | 320,000 compounds, 0.063% hits | AID 504706, 2011; further: potency means the concentration at half of the fitted maximal effect; % of control where 0% means no effect; nearly all actives have a fitted effect of over 45% in size
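H1299 (p53-null), stable ts p53-A138V + BP100-Luc; 1000 cells/well, Opti-MEM/10% FBS; cpd 4 pt, 1:5; 24 h, 37 deg C, 5% CO2; detection reagent 10 min RT; luminescence.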
A-T KAP1 phos – qHTS Assay for Identifying a Potential Treatment of Ataxia-Telangiectasia; […] A-T fibroblasts, KAP-1 phosphorylation AlphaLISA; neocarzinostatin DNA damage 30 min before lysis; Potency, µM (doses to about 57.5 µM), inactives show at the highest dose activation, usual class: activators; 320,000 compounds, 0.19% hits; AID 485349, 2010; further: potency means the concentration at half of the fitted maximal effect; % of control where 0% means no effect; nearly all actives have a fitted effect of over 45% in size
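ATM-like activity read as KAP-1 phosphorylation via AlphaLISA donor/acceptor antibody pairs after lysis and 6 hr at 25C. Cells were ATM-null patient fibroblasts ([…], hTERT), dosed 60 min, then exposed to the DSB inducer NCS for 30 min.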
TCR activator – Activators of T cell receptors: qHTS campaign. primary human leukocytes, anti-CD3, IL-2 HTRF, 48 h. Potency, µM (titrated, usually from 9.22 µM), without a hit: at the highest dose activation of IL-2 secretion, most hits filed as activators. 330,000 tested, under 10 active; further: % of control where 0% means no effect
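Using a-CD3 beads without co-stimulation, primary human leukocytes were exposed to compounds for 48 hr. An HTRF IL-2 kit measured the cytokine, with europium-to-d2 energy transfer producing emission at 665nm upon 320nm excitation.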
Integrin act MD – qHTS for Activators of Integrin-Mediated Alleviation for Muscular Dystrophy | alpha7betagal myoblasts, beta-gal FDG fluorescence, 48 h | Potency, µM (titrated, usually from 38.3 µM), inactives show at the highest dose activation, hits mostly activators | 350,000 compounds, 0.064% hits;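 further: potency means the concentration at half of the fitted maximal effect; 100% = response of the positive control SU9516; nearly all actives have a fitted effect of over 60% in size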
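alpha7betagal+/- myoblasts (passage 13, 250/well) treated 48 h at 37C with compounds at 1:260 dilution of DMSO stock. Lysed, then beta-galactosidase activity read as FDG fluorescence (ex 480/em 540) after 30 min, with pre-read for autofluorescence.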
TRPV1 agonist – HTS Assay for Compounds that Act as Agonists of the Vanilloid Receptor 1 | TRPV1-expressing cells, Fluo-8 calcium influx, agonist mode | activation, % at 8.33 µM | 320,000 compounds, 0.19% hits; in the data active means activation above about 80%; inconclusive means between about 30% and that limit; further: 0% is about no effect
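Fluo-8 calcium influx in TRPV1-expressing cells, kinetic read (ex 480/em 520 nm). Compound added and read 3 min for agonist activity, followed by capsaicin at EC20 final and 2 min further read for enhancement.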
BRCA1 expr act – qHTS Assay to Identify Small Molecule Activators of BRCA1 Expression; MCF7-BRCA1-FFLuc reporter, luminescence, 48 h; response scale: scaled: vehicle 0%, 10 µM genistein 100%; Potency, µM (highest dose often 46.1 µM), without a hit: at the highest dose activation, usual class: activators; 380,000 compounds, 1.1% hits; further: potency means the concentration at half of the fitted maximal effect; nearly all actives have a fitted effect of over 80% in size; some results filed as inactive show a strong effect at the top dose
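Activators of BRCA1 expression were detected as increased firefly luciferase luminescence in engineered MCF7 cells after 48 h compound incubation. Signals were scaled to genistein 10 microM as full activation.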
ELG1 repair inh – qHTS screen for small molecules that inhibit ELG1-dependent DNA repair in human embryonic kidney (HEK293T) cells expressing luciferase-tagged ELG1 | 330,000 compounds, 2.3% hits | Potency, µM (titrated, usually from 46.1 µM), for the others: at the top dose activity change, negative = inhibition, usual class: inhibitors | HEK293T ELG1-luciferase reporter, luminescence, 16 h; DNA damage induced by 5-fluorouridine; further: potency means the concentration at half of the fitted maximal effect; on the % scale 0 is the no-effect control and ±100 the full control effect; nearly all actives have a fitted effect of over 55% in size
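Quantitative HTS, concentration-response format. 2,000 cells/well co-treated with 5-fluorouridine and compound, 16 hr in 5% CO2 at 37 °C; ONE-Glo luminescence read after 30 min.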
The depositor's hits bear a star; ? = inconclusive; / = no result given; [ ] = another dose, or the depositor's remark. Unless noted, the call rests on the fitted dose curve; in most records, active means well fitted curve in the direction sought with a large enough effect; inconclusive means small, poorly fitted or top-dose-only effect, or another doubt; inactive means no such curve, though single readings can be large; an effect the other way counts as inactive or inconclusive. Rows are unselected. About 3.8% of those tested had a hit in this group.

Structure	MLL CXXC-DNA inh	B2AR arrestin	PTAP TSG101 blk	p53 reactivator	A-T KAP1 phos	TCR activator	Integrin act MD	TRPV1 agonist	BRCA1 expr act	ELG1 repair inh
CC1=C(C(=O)Nc2cccc(C(=O)NCc3ccc(F)cc3)c2)SCCO1	4.5%	0.2%	-2.4%	-4.1%	3.4%	1.7%	4.9%	2.7	-2.0%	?
CCCS(=O)(=O)N1CCC(C(=O)NCCN2CCCC2)CC1	0.0%	-0.4%	-1.9%	-2.3%	-6.5%	3.2%	-6.6%	0.7	-0.6%	10.1%
Nn1c(Cc2cccc3ccccc23)nnc1SCn1nnc2ccccc2c1=O	8.4%	0.0%	-2.0%	-9.9%	1.3%	2.0%	7.1%	1.6	-19.4%	-1.3%
CN(Cc1ccc(Cl)cc1)C(=O)c1ccccc1SCC(=O)N1CCCC1	/	-0.3%	0.4%	-13.1%	4.7%	4.3%	-7.2%	4.5	-12.7%	-1.9%
C=CCC(NC(C)c1ccccc1)c1ccco1 (configuration not stated)	5.7%	-0.1%	-0.7%	0.7%	7.1%	0.9%	14.0%[7.66 µM]	-2.7	8.5%	-11.3%
COc1cc2c(cc1OC)CN(C1CCCN(Cc3cc(Cl)ccc3O)C1)CC2 (configuration not stated)	0.1%	0.3%	-3.3%	2.2%	11.8%	6.2%	28.5%	6.0	-15.4%	-17.2%
COCCCn1c(=O)cc(C)[nH]c1=S	1.9%	0.0%	-1.9%	-0.1%	-4.1%	-0.4%	7.2%	0.2	-20.1%	-4.1%
COc1cc(/C=C/C(=O)OCC(=O)N2CCC(C)CC2)ccc1O	/	0.1%	0.0%	-1.9%	-3.5%	6.3%	-13.8%	7.8	-3.4%	19.5%
CCN1C(=O)c2ccccc2Sc2ccc(C(=O)NCCC(C)C)cc21	11.6%	-0.3%	-8.7%	-2.3%	8.3%	3.0%	23.1%	?	-43.7%	?
CC(=O)N1CCc2cc(C(=O)CN3CCCN(Cc4ccc(F)cc4)C3)ccc21	-16.8%	-0.4%	/	3.3%	18.1%	/	/	-0.2	/	8.8%
O=C(Nc1ccc2c(c1)OCO2)c1ccc[n+]([O-])c1	-4.1%	-1.0%	-2.6%	5.7%	-3.8%	3.1%	-1.9%	-0.1	-3.9%[1.84 µM]	?
Cc1c(Cl)cccc1N1CC(C(=O)Nc2nccs2)CC1=O (configuration not stated)	8.5%	0.2%	-2.0%	12.5%	-2.9%	1.0%	-4.7%	2.0	-6.0%	-4.2%
COc1cc(/C(C)=N/N2CCOCC2)cc(OC)c1OC	5.6%	0.2%	0.5%	3.4%	3.9%	2.6%	-16.4%	-7.5	27.8%	2.6%
Nc1c(N2CCOCC2)cc(Cl)c2nonc12	2.2%	0.3%	-8.3%	-6.1%	1.1%	-2.2%	11.4%	3.0	0.6%	-9.2%
Cc1ccc(CN2CCC(n3nccc3NC(=O)c3ccccc3C)CC2)o1	2.8%	0.2%	0.0%	18.5%	10.7%	/	-21.6%	3.9	-7.7%	17.9%
Cc1ccc(NC(=O)CSC2=NN3CCCC(=O)N=C3S2)c(C)c1	-6.8%	-0.2%	0.7%	-1.5%	8.0%	9.9%	-2.1%	-0.1	0.0%	-0.5%
OCC[C@@H]1C[C@H](O)[C@@H](O)[C@]2(CCCCO2)O1	/	/	-2.2%	/	/	1.5%	0.4%	/	-9.2%	/
Cc1oncc1C(=S)Nc1ccccc1	8.2%	-0.4%	-6.2%	-1.1%	4.9%	1.7%	-22.5%	-2.0	18.5%	4.7%
O=C(CCCCC(=O)OCC1COCO1)OCC1COCO1 (configuration not stated)	/	/	-1.9%	/	/	-2.6%	-9.7%	/	-18.9%	/
CC(=O)Nc1sc(C)c(C)c1C(=O)OC(C)C	3.1%	-1.4%	1.2%	-10.3%	-3.4%	-9.7%[46.1 µM]	11.5%	-1.8	10.8%	-4.6%

Random excerpt: 2 records from the list, in no set order.
Structure	MLL CXXC-DNA inh	B2AR arrestin	PTAP TSG101 blk	p53 reactivator	A-T KAP1 phos	TCR activator	Integrin act MD	TRPV1 agonist	BRCA1 expr act	ELG1 repair inh
CC(=O)N1CCc2cc(C(=O)CN3CCCN(Cc4ccc(F)cc4)C3)ccc21	-16.8%	-0.4%	/	3.3%	18.1%	/	/	-0.2	/	8.8%
C=CCC(NC(C)c1ccccc1)c1ccco1 (configuration not stated)	5.7%	-0.1%	-0.7%	0.7%	7.1%	0.9%	14.0%[7.66 µM]	-2.7	8.5%	-11.3%

(list continues)
Structure	MLL CXXC-DNA inh	B2AR arrestin	PTAP TSG101 blk	p53 reactivator	A-T KAP1 phos	TCR activator	Integrin act MD	TRPV1 agonist	BRCA1 expr act	ELG1 repair inh
Cc1ccc(NC(=O)CC(C(=O)O)c2ccccc2)cc1 (configuration not stated)	-12.5%	-1.5%	-9.2%	-2.5%	13.2%	-0.4%[46.1 µM]	2.1%	-1.6	-13.6%	11.8%
COc1ccc(C(=O)/C=C/NCc2ccc(F)cc2)cc1OC	7.8%	-0.8%	-2.1%	3.1%	13.6%	-0.5%	-6.0%	4.3	-30.6%	?
COc1cccc(/C=C2/C(=O)NN(c3ccc(C)c(C)c3)C2=O)c1	-6.9%	-0.2%	-3.9%	/	/	3.9%	-3.3%	0.2	-31.9%	8.9%
Cc1cc(C)c(/C=C(\C#N)C(N)=S)c(C)c1	-10.1%	-2.5%	-0.1%	-13.7%	2.9%	2.6%[46.1 µM]	-2.2%	?	1.6%	-4.3%
CCOc1ccccc1Nc1ccc(C(=O)O)cc1N	7.5%	-0.5%	-5.7%	6.8%	-8.1%	-17.9%	0.0%	-3.6	-6.2%	20.3%
CCCN(c1ccccc1F)S(=O)(=O)c1cc(-c2cc(C)no2)ccc1OC	4.0%	0.1%	-3.8%	-7.8%	4.8%	0.3%	30.8%	18.4	-46.4%	-5.8%
COCCn1cnnc1SCC(=O)Nc1cc(OC)c([N+](=O)[O-])cc1C	-0.6%	0.3%	1.0%	-1.2%	-1.4%	0.8%	-0.7%	1.6	11.3%	-20.1%
CNc1nc(Oc2ccccc2C(=O)OC)nc(SC)n1	0.9%	-0.2%	-6.8%	0.2%	5.4%	2.1%	-10.6%	-2.8	-0.8%	-6.0%
Cc1c(/C(O)=C2\C(=O)C(=O)N(CCCN(C)C)C2c2cccs2)cnn1-c1ccccc1 (configuration not stated)	/	/	-1.9%	/	/	6.3%	?	/	79.3%	/
COc1ccccc1CNC(=O)CN1CCN(S(=O)(=O)c2cccs2)CC1	3.2%	-0.1%	-4.1%	-1.9%	-4.5%	5.0%	3.9%	2.4	1.1%	-6.5%
O=C(CSc1nnc(COc2cccc3ccccc23)o1)N1c2ccccc2CCc2ccccc21	3.2%	/	5.0%	/	/	-3.1%	-41.8%	-2.0	-32.1%	/
CCCCCCCCN1C(=O)C(O)=C(C(C)=O)C1c1ccccn1 (configuration not stated)	-11.9%	-0.6%	-3.6%	-6.9%	-3.1%	1.4%[46.1 µM]	0.0%	6.2	0.0%	3.6%
Cc1cc(C)cc(NC(=O)C[n+]2ccccc2)c1	1.8%	-0.4%	-2.0%	-20.5%	10.8%	10.4%	-17.9%	-6.8	6.0%	8.3%
COc1ccc(Nc2nc(N3CCN(S(C)(=O)=O)CC3)nc3ccccc23)c(OC)c1	2.5%	0.5%	-0.3%	7.3%	9.3%	-2.3%	8.6%	2.2	-16.1%	?
O=C(COC(=O)c1ccc(CO)cc1)c1ccc(S(=O)(=O)N2CCCCC2)cc1	/	-0.6%	-4.3%	-1.7%	15.4%	-10.2%	?	0.7	1.4%	?
CCOC(=O)C/C(C)=N/NC(=O)c1cccs1	-21.7%	0.5%	-3.5%	?	-5.0%	2.6%	6.3%[7.66 µM]	3.0	29.2%	?
O=C(O)c1cc(S(=O)(=O)Nc2ccc3cn[nH]c3c2)ccc1Cl	/	-0.9%	2.8%	2.0%	-3.9%	1.3%	2.3%	/	-21.4%	10.6%
CC(C)N(Cc1ccccc1)C(=O)COC(=O)c1ccc2c(c1)OCCO2	-1.3%	0.1%	-7.0%	-2.0%	/	0.6%	12.0%	4.5	-2.9%	-4.2%
COC(=O)c1sccc1NC(=S)Nc1cc(C)cc(C)c1	10.1%	0.4%	-2.3%	-7.6%	-1.9%	-6.5%[46.1 µM]	12.8%	-2.6	-15.4%	?
Cc1cc(C)n(C(=O)CCC(=O)Nc2ccc(C)c(C)c2)n1	6.2%	-0.3%	-4.5%	-5.4%	-0.5%	0.6%	11.4%	0.2	-1.7%	1.7%
Cc1cc(-c2ccccc2)nc2[n+]1CCN2C	3.6%	0.2%	0.1%	-0.6%	10.1%	3.1%	-45.8%[inhibitor]	0.2	-44.4%	?

From PubChem BioAssay
